CHRM5 antagonist: CHRM5 antagonism in calcium assay; CHO-hM5 cells, Fluo-8 calcium fluorescence, ACh EC80; actives 0.59% (n = 360,000); P08912; AID 624040; inhibition, % at 3 µM;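 active = inhibition above a per-plate cutoff, the mean of that plate's test compounds plus 3 SD, cut at about 27% in these data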;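 note: 0% = acetylcholine EC80 with DMSO and 100% = DMSO without agonist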
M5 ag: agonists of human muscarinic M5 receptor (CHRM5). AID 624037. actives 0.19% (n = 360,000). CHO-K1 hM5 cells, Fluo-8 calcium fluorescence; 0% DMSO wells, 100% maximal acetylcholine response. activation, % at 3 µM. P08912;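 active = activation above the run's mean over test compounds plus 3 SD, cut at about 23% in these data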;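 note: signal is peak over basal fluorescence ratio across the kinetic read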
M4 antag: blocks acetylcholine activation of human M4 receptor; CHO-hM4 cells, ACh EC80, Fluo-8 calcium fluorescence; inhibition, % at 3 µM; P08173; actives 0.73% (n = 360,000);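 active = inhibition above its plate's cutoff, the mean inhibition of sample wells plus 3 SD, cut at about 27% in these data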;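 note: 0% = acetylcholine EC80 with DMSO and 100% = DMSO without agonist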
Target sequence (P08173 whole entry, looked up): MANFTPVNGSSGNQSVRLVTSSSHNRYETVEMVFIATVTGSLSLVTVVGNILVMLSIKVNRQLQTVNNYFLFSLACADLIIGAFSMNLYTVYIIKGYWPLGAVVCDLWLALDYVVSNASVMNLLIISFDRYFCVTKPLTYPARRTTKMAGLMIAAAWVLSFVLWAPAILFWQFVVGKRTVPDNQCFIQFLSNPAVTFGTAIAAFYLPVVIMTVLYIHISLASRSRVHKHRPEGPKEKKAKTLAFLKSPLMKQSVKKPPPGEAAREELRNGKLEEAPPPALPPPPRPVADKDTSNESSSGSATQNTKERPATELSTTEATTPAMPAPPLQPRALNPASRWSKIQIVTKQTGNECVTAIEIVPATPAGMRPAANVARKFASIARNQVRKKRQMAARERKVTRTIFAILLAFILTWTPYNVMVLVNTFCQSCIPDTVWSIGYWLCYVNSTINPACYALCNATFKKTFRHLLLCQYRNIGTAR
CRFBP-R2 agonist: agonists of human CRF-binding protein/CRF-R2 receptor complex; HEK293 CRF-R2/CRF-BP, calcium dye fluorescence (FLIPR); percent of saturating CRF peptide response; activation, % at 13.2 µM; actives 0.46% (n = 350,000); AID 588473;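 active = activation of at least 50%, plus an integration ratio under a set limit after plate pattern correction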;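 note: plate controls were neutral control wells without compound for no effect and CRF at EC100 for full effect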
M4 ag: agonists of human muscarinic M4 receptor (CHRM4). actives 0.14% (n = 360,000). AID 624127. P08173. activation, % at 3 µM. CHO-K1 hM4/Gqi5, Fluo-8 calcium fluorescence; vehicle 0%, full acetylcholine response 100%;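 active = activation above the run mean over all test wells plus 3 SD, cut at about 32% in these data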;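 note: peak over basal fluorescence ratio per well then scaled between controls; 0% = DMSO wells and 100% = acetylcholine at EC100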
CHRM5 PAM: positive allosteric modulators of human muscarinic M5 receptor; actives 0.3% (n = 360,000); AID 624038; CHO-K1 hM5, Fluo-8 calcium, ACh EC20 PAM; 0% = ACh EC20, 100% = ACh EC100; activation, % at 3 µM;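 active = activation above the run cutoff, the mean activation of all test compounds plus 3 SD, cut at about 18% in these data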
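System – CHO-K1 hM5 cells · Compound – 3 µM, single dose · Incubation – compound preincubation 140 s before EC20 acetylcholine addition · Technique – Fluo-8 calcium fluorescence · Measure – Max/basal fluorescence ratio as % of EC20–EC100 ACh window · Benchmarks – low control EC20 acetylcholine (0%), high control EC100 acetylcholine (100%) · Replication – singlicate, one well per test compound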
CHRM4 PAM: potentiates acetylcholine response at human M4 receptor; CHO-K1 hM4/Gqi5, Fluo-8 calcium fluorescence, ACh EC20; 0% = ACh EC20, 100% = maximal ACh; P08173; AID 624126; actives 0.4% (n = 360,000); activation, % at 3 µM;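 active = activation above its plate's cutoff, the mean activation of sample wells plus 3 SD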; note: some results filed as inactive read as strong as hits
CHRM1 PAM: potentiates human M1 receptor response to acetylcholine; P11229; CHO-K1 hM1, Fluo-8 calcium fluorescence, ACh EC20; 0% = ACh EC20, 100% = maximal ACh; activation, % at 3 µM; actives 0.088% (n = 360,000); AID 588819; in the data active = activation above about 19%, passing the limit was not always enough
Target sequence (P11229 whole entry, looked up): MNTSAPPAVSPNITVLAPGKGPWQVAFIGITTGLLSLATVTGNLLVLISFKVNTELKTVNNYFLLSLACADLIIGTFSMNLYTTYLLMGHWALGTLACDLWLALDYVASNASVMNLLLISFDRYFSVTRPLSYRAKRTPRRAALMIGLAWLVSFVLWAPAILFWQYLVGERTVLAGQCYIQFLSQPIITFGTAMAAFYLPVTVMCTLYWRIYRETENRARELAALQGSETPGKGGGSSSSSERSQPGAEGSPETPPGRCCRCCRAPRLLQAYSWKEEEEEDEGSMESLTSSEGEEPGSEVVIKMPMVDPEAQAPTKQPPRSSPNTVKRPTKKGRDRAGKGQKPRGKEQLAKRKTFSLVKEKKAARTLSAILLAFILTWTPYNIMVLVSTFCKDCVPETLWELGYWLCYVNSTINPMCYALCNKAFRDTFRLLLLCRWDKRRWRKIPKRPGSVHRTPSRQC
CRFBP-R2 block: antagonists of CRF-binding protein/CRF-R2 receptor complex | HEK293 CRF-R2/CRF-BP, CRF-induced calcium fluorescence | inhibition, % at 11.8 µM | actives 0.59% (n = 350,000);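 active = inhibition of the ligand-induced calcium signal above about 50% at the single tested concentration, limit read from the data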
* = called active by the depositor; . = no result given.

SMILES	CHRM5 antagonist	M5 ag	M4 antag	CRFBP-R2 agonist	M4 ag	CHRM5 PAM	CHRM4 PAM	CHRM1 PAM	CRFBP-R2 block
CC1=CC(=C2C(=O)c3ccccc3C2=O)C=C(C)N1C	-8.0	-0.8	-10.7	-4.1	1.4	1.0	18.9	2.2	25.2
CCOC(=O)C1CCN(C2CCN(Cc3nc(-c4ccccc4)no3)CC2)CC1	8.7	-5.5	-0.4	1.7	3.9	-7.2	-11.3	0.0	-3.6
CC(C)c1ccc(NC(=S)N(C)CCc2ccccn2)cc1	7.3	-1.6	1.9	2.9	0.2	1.0	-4.7	12.3	-12.8
Cc1cc2c(SCC(=O)Nc3cccc(O)c3)ncnc2s1	2.6	2.0	-2.4	-1.2	1.0	3.0	1.3	10.5	-2.4
CC(=O)c1cccc(N(CC(=O)Nc2ccc(S(=O)(=O)N3CCOCC3)cc2)S(C)(=O)=O)c1	-4.2	-4.8	-7.0	-0.5	1.2	3.5	-0.5	10.6	4.2
CC(C)c1ccc(N2C(=O)CC(NNC(=O)c3ccccc3Cl)C2=O)cc1 (stereo not given)	3.2	8.0	5.5	-1.1	1.2	2.1	-3.5	7.2	-10.7
O=C(CCCn1nnnc1CN1CCOCC1)N1CCC(c2ccccc2Cl)C1 (stereo not given)	0.8	-4.0	-1.9	-0.6	1.3	-1.3	3.7	1.2	-8.3
CN(C)CCNC(=O)c1ccc(CS(=O)(=O)c2ccc(Br)cc2)o1	-3.6	-0.1	-6.1	1.1	1.2	4.5	8.5	15.0	11.4
CC(C)CNC(=O)c1nc(-c2ccccc2)n(-c2ccccc2)n1	-1.9	-0.9	-7.6	-1.9	0.4	-1.5	2.5	2.5	-4.2
CN(C)C(CNc1ncnc2sc3c(c12)CCCCC3)c1ccco1 (stereo not given)	9.3	-19.2	-7.2	1.1	-0.4	4.3	0.2	-15.1	-8.4
CC(C)(C)C(=O)C[n+]1cccc(C(N)=O)c1	-11.4	-1.9	-1.1	0.9	0.6	4.5	2.8	2.9	1.2
Cc1ccc(S(=O)(=O)N2[C@H](c3ccccc3)CC(=O)[C@@H]3CN(S(=O)(=O)c4ccccc4C)[C@H](c4ccccc4)C[C@@H]32)cc1	-4.4	4.1	-0.8	.	1.6	-7.5	-0.2	-6.8	.
O=C(c1cc2ccccc2o1)N(C1CC1)C1(C(=O)Nc2ccccc2)CCCC1	-6.5	1.1	3.5	0.8	-2.4	6.3	-4.8	-0.8	30.6
O=C(Nc1ncc(Cc2ccccc2Cl)s1)c1ccc([N+](=O)[O-])cc1	9.2	0.6	4.5	0.2	2.7	-0.9	17.7	0.2	-106.8
Cc1ccccc1-c1nc(CN2CCC(C(=O)NCCC3=CCCCC3)CC2)c(C)o1	0.8	1.4	-16.8	3.0	10.5	-0.7	-4.4	5.8	-53.3
COCCn1c(SCC(=O)Nc2cccc(OC)c2)nnc1-c1ccc(Cl)cc1	-1.4	1.4	1.0	-1.2	2.4	-3.8	10.3	-1.2	14.7
CCCCCN1CC(O)=C(c2nc3ccccc3[nH]2)C1=N	13.2	3.1	-4.5	-1.9	-0.3	2.0	-1.9	5.5	0.7
CN(C)CCN1CCN([C@H]2CS(=O)(=O)N[C@@H]2COCc2ccccc2)CC1	0.1	1.2	-3.9	.	0.0	4.1	4.0	23.4	.
COc1cc(CNc2ccc(C)c(C)c2)cc(OC)c1OC	0.8	2.0	-2.7	-1.4	4.5	0.0	6.7	5.0	-30.9
O=C(NCc1cccnc1)C(=O)NCC1OCCCN1S(=O)(=O)c1ccccc1 (stereo not given)	-2.8	-0.2	2.8	0.8	0.3	-0.6	2.2	-3.8	8.4
CCN(CC)C(=O)c1sc(N)c(C(=O)OC(C)C)c1C	1.4	-1.4	-5.5	-4.7	-0.2	-4.6	0.7	3.2	0.1
Cn1ccnc1SCC(=O)Nc1ccc2c(c1)OCCO2	2.3	-1.8	3.3	-1.1	-0.3	3.5	13.3	12.0	-1.8
CC1(C)CC(=O)C=C(NCc2cccnc2)C1	-1.5	-0.7	10.5	-0.6	0.5	8.7	-7.2	-2.9	-2.9
CCc1cc(C(=O)NNC(=S)NCC2CCCO2)cs1 (stereo not given)	4.1	2.0	-6.4	-0.6	0.5	-5.1	6.0	0.0	-1.2
Cc1cnc(C(=O)OCC(=O)Nc2ccc(Br)c(C)c2)cn1	4.1	2.6	-2.6	0.9	3.2	-1.2	1.7	0.9	-10.9
CC1Cc2ccccc2N1C(=O)CSc1ncc(-c2ccc(F)cc2)n1C (stereo not given)	20.3	-8.8	4.0	2.1	1.0	-16.6	-17.6	-29.7	-41.4
Cc1ccccc1-n1nnnc1SCC(=O)NCC1(N2CCOCC2)CCCCC1	3.6	-1.2	-9.7	0.6	11.9	-5.2	-2.5	-3.1	-11.4
CN(CC(=O)Nc1c(Cl)cccc1Cl)C(=O)c1ccc2ccccc2n1	5.4	1.1	-2.8	1.2	2.7	-3.0	8.1	8.7	-3.5
Cc1ccsc1C(=O)OCC(=O)NC1CCS(=O)(=O)C1 (stereo not given)	-2.5	-1.9	-4.8	0.6	3.1	-0.8	11.8	-3.5	-1.0
Cc1cc2c(cc1C)[n+](C)cn2CC(O)COCc1ccccc1 (stereo not given)	4.8	-0.6	-1.4	0.6	0.5	-2.9	-0.1	-2.5	-9.6
Cc1onc(-c2ccccc2Cl)c1C(=O)N1CCN(S(=O)(=O)c2ccc(F)c(F)c2)CC1	12.2	-2.9	-1.7	0.5	9.7	-5.8	3.9	2.7	2.0
O=C(NCc1ccccc1F)C1CCCN(C(=O)Nc2ccccc2)C1 (stereo not given)	-6.5	-4.6	-23.8	-0.7	1.2	1.2	9.9	12.9	-7.2
O=C(CC1SC(N2CCCC2)=NC1=O)Nc1ccc(C(=O)Nc2ccccc2)cc1 (stereo not given)	3.0	1.0	2.0	0.3	-0.1	3.8	6.0	8.2	8.7
NC(c1csc(Nc2ccc(C(=O)NCCCO)cn2)n1)C1CCCCC1 (stereo not given)	-0.3	-0.1	8.9	.	-0.3	0.8	-2.7	6.9	.
Cc1nc(COC(=O)c2c(C)nn(-c3ccccc3)c2C)cs1	1.5	-7.2	-2.6	-0.9	2.1	-5.2	3.0	5.2	17.0
COc1ccc(C)cc1N(CC(=O)N1CCCCCC1)S(=O)(=O)c1ccc(C)cc1	11.2	-1.9	-7.9	12.6	1.9	-0.9	-3.5	11.6	-26.7
O=C(CN1C(=O)c2ccccc2S1(=O)=O)c1ccc2c(c1)OCCO2	-15.6	1.9	-6.7	-0.2	1.9	21.5*	-2.4	25.6	15.6
Cc1n[nH]c(C)c1Sc1ccccc1N=Cc1cc(Cl)cc([N+](=O)[O-])c1O	-6.1	-4.2	-2.9	0.9	0.6	4.3	-0.5	2.7	-7.4
Cc1cc(NC(=O)C2CC(c3ccccc3Cl)=NO2)no1 (stereo not given)	2.6	-3.3	-3.9	-0.6	0.5	-11.9	3.2	2.2	-7.4
COc1ccc(OCC(=O)Nc2ccc(N3CCN(Cc4ccccc4F)CC3)cc2)cc1	1.4	-2.2	-7.1	6.3	2.8	2.7	-2.9	5.8	10.7
CCCNC(=O)C1(C)CCN(Cc2ccc(-c3ccccn3)cc2)C1 (stereo not given)	4.7	-0.3	-5.9	.	1.7	-1.6	0.6	-7.3	.
O=C(CCC1CCCCC1)Nc1c2c(nn1-c1ccc(F)cc1)CS(=O)(=O)C2	-0.8	-3.7	2.6	-1.8	0.5	-2.0	6.3	3.2	-18.5
O=C(NCCCc1ccccc1)c1ccc([N+](=O)[O-])cc1Cl	-9.3	4.1	-3.4	-0.6	1.5	3.3	-3.2	2.5	27.5
O=C1c2cccc3c(O)ccc(c23)C(=O)N1Cc1ccco1	22.5	26.1*	27.9*	251.7*	99.1*	-12.7	-20.4	-23.0	-216.4
CCOc1ccc(NC2CCCCC2NS(=O)(=O)c2ccccc2)cc1 (stereo not given)	-5.6	-5.6	-3.8	-2.1	0.7	0.1	-2.8	4.5	12.5

Compounds above with a furan ring, fused or not:
SMILES	CHRM5 antagonist	M5 ag	M4 antag	CRFBP-R2 agonist	M4 ag	CHRM5 PAM	CHRM4 PAM	CHRM1 PAM	CRFBP-R2 block
CN(C)CCNC(=O)c1ccc(CS(=O)(=O)c2ccc(Br)cc2)o1	-3.6	-0.1	-6.1	1.1	1.2	4.5	8.5	15.0	11.4
CN(C)C(CNc1ncnc2sc3c(c12)CCCCC3)c1ccco1 (stereo not given)	9.3	-19.2	-7.2	1.1	-0.4	4.3	0.2	-15.1	-8.4
O=C(c1cc2ccccc2o1)N(C1CC1)C1(C(=O)Nc2ccccc2)CCCC1	-6.5	1.1	3.5	0.8	-2.4	6.3	-4.8	-0.8	30.6
O=C1c2cccc3c(O)ccc(c23)C(=O)N1Cc1ccco1	22.5	26.1*	27.9*	251.7*	99.1*	-12.7	-20.4	-23.0	-216.4

(cont.)
SMILES	CHRM5 antagonist	M5 ag	M4 antag	CRFBP-R2 agonist	M4 ag	CHRM5 PAM	CHRM4 PAM	CHRM1 PAM	CRFBP-R2 block
CCN(Cc1cc(=O)n2ccsc2n1)Cc1nc2cc(OC)c(OC)cc2c(=O)[nH]1	7.6	-0.1	4.2	1.7	1.2	-1.5	-13.0	3.5	-5.3
O=C(N/N=C/c1ccc(O)cc1O)C1CC1	10.8	-2.9	-2.4	-1.4	-0.1	-6.0	-4.7	5.1	11.3
O=C(Nc1cccc(C(F)(F)F)c1)Nc1ccc2nc([C@@H]3O[C@H](CO)[C@@H](O)[C@H](O)[C@H]3O)[nH]c2c1	-0.2	1.0	-13.8	.	0.6	3.2	2.6	5.9	.
Cc1onc(-c2ccccc2)c1C(=O)NCCc1c[nH]c2ccccc12	0.1	-0.5	14.0	0.6	2.4	-1.7	2.1	-6.7	-0.8
Cc1cc(C(=O)N(C)CC(=O)Nc2ccccc2C(F)(F)F)c(C)o1	1.0	-0.8	11.6	1.2	0.0	-1.2	-5.0	1.8	10.8

Complete entries, quoted from the list.
Entry for `CCN(CC)C(=O)c1sc(N)c(C(=O)OC(C)C)c1C` → CHRM5 antagonist = 1.4; M5 ag = -1.4; M4 antag = -5.5; CRFBP-R2 agonist = -4.7; M4 ag = -0.2; CHRM5 PAM = -4.6; CHRM4 PAM = 0.7; CHRM1 PAM = 3.2; CRFBP-R2 block = 0.1
Entry for `CCOc1ccc(NC2CCCCC2NS(=O)(=O)c2ccccc2)cc1` (stereo not given) → CHRM5 antagonist = -5.6; M5 ag = -5.6; M4 antag = -3.8; CRFBP-R2 agonist = -2.1; M4 ag = 0.7; CHRM5 PAM = 0.1; CHRM4 PAM = -2.8; CHRM1 PAM = 4.5; CRFBP-R2 block = 12.5
Entry for `O=C(CC1SC(N2CCCC2)=NC1=O)Nc1ccc(C(=O)Nc2ccccc2)cc1` (stereo not given) → CHRM5 antagonist = 3.0; M5 ag = 1.0; M4 antag = 2.0; CRFBP-R2 agonist = 0.3; M4 ag = -0.1; CHRM5 PAM = 3.8; CHRM4 PAM = 6.0; CHRM1 PAM = 8.2; CRFBP-R2 block = 8.7
